# influenza NS1A: NS1A inhibition, H1N1 influenza, cell based functional assay (AID 504329); NS1A functional cell-based assay, percent inhibition; higher % means a stronger effect; inhibition, % at 12.5 µM, or IC50 in µM where a hit was titrated; 340,000 tested, 0.3% active; in the data active means a potency from the dose series; inconclusive means inhibition above about 27% without an active follow-up result; further: strong numbers were not always called active
# PhoP GFP inhibition: PhoP regulon inhibitors, Salmonella typhi PhoP promoter GFP reporter, confirmatory (AID 1850) | 310,000 tested, 0.33% active | Salmonella Typhi PhoP-promoter GFP reporter, fluorescence, 4 h; higher % means a stronger effect | inhibition, % at 50 µM; hits with a dose series show IC50 in µM; in the data active means a potency from the dose series; inconclusive means inhibition mostly from about 25% at the one dose, without a potency; inactive means the rest, 99 in 100 with inhibition below about 19%;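 further: 0% = induced wells with vehicle and 100% = uninduced wells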
# tuberculosis growth: growth inhibition of non-replicating M. tuberculosis (AID 488890). Mycobacterium tuberculosis non-replicating, growth inhibition; higher % means a stronger effect. inhibition, % at 25 µM, or IC50 in µM where a hit was titrated. 320,000 tested, 0.39% active; in the data active means a potency from the dose series; inconclusive means inhibition mostly from about 82% at the one dose, without a potency; inactive means the rest, 99 in 100 with inhibition below about 76%;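 further: plate controls were DMSO cells for no effect and high antibiotic wells for full effect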
# M. tuberculosis HTS: M. tuberculosis growth inhibition, HTS (AID 449762); M. tuberculosis H37Rv growth inhibition, 7H9 media; higher % means a stronger effect; one-dose inhibition, % at 25 µM; IC50 in µM for titrated hits; 330,000 tested, 0.59% active; in the data active means a potency from the dose series; inconclusive means inhibition above about 70% without an active follow-up result;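 further: bacterial growth assessed after seven days of incubation; strong numbers were not always called active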
# inhibitors of VEEV: inhibitors of VEEV TC-83 cytopathic effect, confirmation, Vero cells (AID 588727). Vero cells, VEEV TC-83 cytopathic effect inhibition; higher % means a stronger effect. one-dose inhibition, % at 20 µM; IC50 in µM for titrated hits. 350,000 tested, 0.13% active; in the data active means a potency from the dose series; inconclusive means inhibition mostly from about 14% at the one dose, without a potency; inactive means the rest, 99 in 100 with inhibition below about 12%; further: strong numbers were not always called active
# inhibitors of VEEV 10K pilot screen: recorded beside inhibitors of VEEV, whose call it bears; inhibition, %; measured here: 10K pilot screen inhibition
# Starred values were filed as active, the others as inactive; i = inactive; ? = inconclusive; . = no result given.
SMILES,influenza NS1A,PhoP GFP inhibition,tuberculosis growth,M. tuberculosis HTS,inhibitors of VEEV,others
CN(Cc1ccccc1Cl)C(=O)C1CC(=O)N(c2ccc3c(c2)OCCO3)C1 (stereo unspecified),12%,.,.,.,8.2%,
COc1ccccc1/C=C1\CCCC2=C1Nc1nnnn1C2c1ccccc1OC (stereo unspecified),6%,-3%,79%,?,2.5%,
Cc1cc(NC(=O)c2cccc(S(=O)(=O)N(C)C)c2)n(-c2ccccn2)n1,-6%,-9%,10%,-2%,4.6%,
CCCCC1(C)NC(=O)N(CC(=O)N2CCc3ccccc32)C1=O (stereo unspecified),-7%,.,-5%,0%,2.2%,
COc1cc(/C=C2\COC/C(=C\c3ccc(O)c(OC)c3)C2=O)ccc1O,8%,5%,76%,?,>25µM*,
Cn1nc(-c2ccc(N3CCCCC3)c(NC(=O)c3ccco3)c2)c2ccccc2c1=O,10%,-10%,10%,2.3µM*,4.1%,
CCOC(=O)CSc1nnc(Cc2ccccc2)n1-c1ccc(C)cc1,1%,10%,63%,-8%,i,inhibitors of VEEV 10K pilot screen=1.1
COc1ccc(NC(=O)Cn2cnc3sc(C)c(S(=O)(=O)N4CCOCC4)c3c2=O)c(OC)c1,1%,1%,7%,-4%,1.0%,
COc1ccccc1P(=O)(c1ccccc1)c1ccc([N+](=O)[O-])cc1 (stereo unspecified),-18%,3%,13%,-4%,i,
CCCCc1nc(SCC(=O)Nc2nnc(CCCC)s2)n[nH]1,-8%,9%,13%,-1%,0.0%,
CC(=O)Nc1ccc(NC(=O)C2(C)CC2(Cl)Cl)cc1 (stereo unspecified),-3%,7%,1%,0%,0.6%,
Cc1noc(C)c1COc1ccc(C(=O)N2CCN(S(=O)(=O)c3ccc(F)cc3)CC2)cc1,-15%,.,.,.,1.8%,
O=C(COC(=O)c1ccc(N2CCCC2=O)cc1)c1ccc(OC(F)F)cc1,-7%,10%,9%,6%,1.2%,
O=C(NCC1CCCN1S(=O)(=O)c1cccs1)c1cccc(F)c1 (stereo unspecified),-1%,-2%,33%,8%,2.3%,
C=C(C)CSc1cc(C)nc2c(-c3ccccc3)c(C)nn12,-22%,9%,57%,1%,7.0%,
COc1ccc(N=C2SC(CC(=O)Nc3ccc(OC)cc3OC)C(=O)N2C)cc1 (stereo unspecified),6%,-17%,10%,-7%,1.4%,
Cc1cc(C(=O)Nc2cccc([N+](=O)[O-])c2C)cs1,-1%,7%,-1%,5%,1.8%,
CCC(=O)/C=C1/Sc2ccc(OC)cc2N1CCO,5%,2%,1%,0%,0.8%,
Nc1o[nH]c(=O)c1C1CCCCC1,-2%,.,.,.,0.2%,
CC1CCCCC1NC(=O)c1cccc(S(=O)(=O)N2CCN(Cc3ccccc3)CC2)c1 (stereo unspecified),-10%,9%,6%,8%,i,
COC(=O)c1ccc(Cn2nc(-c3cc(C)ccc3C)ccc2=O)cc1,1%,8%,1%,12%,1.1%,
Cc1ccc(OCC(O)Cn2c(N3CCOCC3)nc3c2c(=O)[nH]c(=O)n3C)cc1 (stereo unspecified),6%,-4%,14%,2%,2.1%,
Cc1ccc(C)c(S(=O)(=O)N2C(=S)NC(=O)C2CC(C)C)c1 (stereo unspecified),-7%,2%,14%,4%,2.7%,
CCOC(=O)C1=C(C)N[C@@]2(O)c3ccccc3C(=O)[C@@]12O,2%,13%,0%,-13%,1.4%,
O=C(O)CCCC(=O)Nc1ccc(S(=O)(=O)Nc2nccs2)cc1,20%,3%,3%,-7%,i,
O=S(=O)(c1ccc(Cl)cc1)N1CN(CC2CCCO2)c2nc3ccccc3nc21 (stereo unspecified),1%,11%,9%,1%,2.8%,
Cc1sc2ncnc(Sc3nnnn3-c3ccc(Cl)cc3)c2c1C,6%,-4%,42%,-2%,9.3%,
C/C(=N\NC(=O)c1ccccc1C)c1ccc(N2CCOCC2)cc1,-10%,5%,-15%,-9%,1.9%,
CCc1ccc(/C=N/Nc2nn[nH]n2)cc1,-1%,-11%,26%,4%,i,
NC(=O)C1CCC(NC(=O)OCc2ccccc2)CC1 (stereo unspecified),-2%,1%,-4%,-9%,0.6%,

# Entries shown so far that contain a nitro group on carbon, in the order listed:
SMILES,influenza NS1A,PhoP GFP inhibition,tuberculosis growth,M. tuberculosis HTS,inhibitors of VEEV,others
COc1ccccc1P(=O)(c1ccccc1)c1ccc([N+](=O)[O-])cc1 (stereo unspecified),-18%,3%,13%,-4%,i,
Cc1cc(C(=O)Nc2cccc([N+](=O)[O-])c2C)cs1,-1%,7%,-1%,5%,1.8%,

# (list continues)
SMILES,influenza NS1A,PhoP GFP inhibition,tuberculosis growth,M. tuberculosis HTS,inhibitors of VEEV,others
N#C/C(=C\c1ccccc1C(F)(F)F)C(=O)Nc1ccccc1,-16%,-4%,-1%,-3%,i,
Oc1nc(Nc2ccccc2)sc1/C=C1\C=Nc2ccccc21,4%,22%,22%,40%,5.2%,
O=C(OCC(=O)N1CCOCC1)C(c1ccccc1)c1ccccc1,0%,.,.,.,1.4%,
CCOc1cccc2sc(N(CCN(CC)CC)C(=O)c3ccc(S(=O)(=O)N4CCCC4)cc3)nc12,-4%,-15%,-6%,-4%,0.5%,
O=C(c1c(Cl)nc2sccn12)N(C(=O)c1c(Cl)nc2sccn12)c1ccc(Cl)cn1,-5%,-3%,65%,37%,i,
Cc1ccc2c([N+](=O)[O-])cccc2n1,2%,0%,1%,5%,0.8%,
OCCNc1nc(-c2ccccc2)nc2c1oc1ccccc12,-17%,4%,-5%,-6%,0.5%,
COc1ccc(CCNC(=O)CC(c2ccccc2)c2cc(C)ccc2O)cc1OC (stereo unspecified),20%,2%,11%,-7%,5.9%,
COc1ccc(-n2ncc3c(N4CCc5ccccc54)ncnc32)cc1,2%,10%,-6%,-1%,0.8%,
CC12CCC(O)CC1=CCC1C2CCC2(C)C3=NN=CC3CC12 (stereo unspecified),-6%,.,.,.,5.3%,
Cc1c(NC(=O)c2cccnc2C(=O)O)cccc1C(=O)O,-7%,-7%,7%,-2%,1.0%,
COC(=O)c1sccc1NC(=O)C1CC1,10%,1%,0%,0%,1.3%,
Cc1nnc(N(Cc2ccco2)C(=O)c2ccno2)s1,2%,8%,-1%,-3%,4.2%,
Cc1cccc(N=C(NO)c2nonc2N)c1,3%,-1%,-9%,-1%,i,
O=C(COc1ccc(Cl)cc1[N+](=O)[O-])N/N=C/c1cccs1,5%,7%,8%,-6%,1.0%,

# Next part; it opens with the 7 that closed the last part.
SMILES,influenza NS1A,PhoP GFP inhibition,tuberculosis growth,M. tuberculosis HTS,inhibitors of VEEV,others
COc1ccc(-n2ncc3c(N4CCc5ccccc54)ncnc32)cc1,2%,10%,-6%,-1%,0.8%,
CC12CCC(O)CC1=CCC1C2CCC2(C)C3=NN=CC3CC12 (stereo unspecified),-6%,.,.,.,5.3%,
Cc1c(NC(=O)c2cccnc2C(=O)O)cccc1C(=O)O,-7%,-7%,7%,-2%,1.0%,
COC(=O)c1sccc1NC(=O)C1CC1,10%,1%,0%,0%,1.3%,
Cc1nnc(N(Cc2ccco2)C(=O)c2ccno2)s1,2%,8%,-1%,-3%,4.2%,
Cc1cccc(N=C(NO)c2nonc2N)c1,3%,-1%,-9%,-1%,i,
O=C(COc1ccc(Cl)cc1[N+](=O)[O-])N/N=C/c1cccs1,5%,7%,8%,-6%,1.0%,
CC1CCC(NC(=O)c2cccc(S(=O)(=O)N3CCN(c4ccc(F)cc4)CC3)c2)CC1 (stereo unspecified),-6%,1%,1%,-2%,5.7%,
CCCCCC(O)(c1ccc(OCC)cc1)C(CN1CCOCC1)c1ccccc1 (stereo unspecified),-17%,6%,0%,15%,i,
Clc1ccc(-c2nnc3ccccn23)cc1,2%,12%,-8%,3%,1.6%,
O=C1[C@@H]2Cc3c([nH]c4ccccc34)C(c3cccc([N+](=O)[O-])c3)N2C(=O)CN1CCCO (stereo partly specified),-21%,0%,-1%,16%,1.6%,
CCOC(=O)/C=c1\s/c(=C\c2ccc3cc(OC)ccc3c2)c(=O)n1CC(=O)NCC1CCCO1 (stereo unspecified),-4%,-20%,1%,4%,8.5%,
C#CCOc1ccc(Cl)cc1/C=C1/C(=O)ON=C1C,-16%,11%,-7%,6%,1.1%,
CCOc1ccc2nc(SCC(=O)N(CCOC)c3c(N)n(Cc4ccccc4)c(=O)[nH]c3=O)[nH]c2c1,-6%,5%,-6%,-6%,4.6%,
COC(=O)CSC1=C(C#N)C(c2ccc(C)o2)CC(=O)N1 (stereo unspecified),-1%,8%,-8%,8%,2.9%,
CCOC(=O)N1CCC(=NNS(=O)(=O)c2cccc([N+](=O)[O-])c2)CC1,-4%,-6%,.,.,1.9%,
CN1C(=O)C(=O)/C(=C(/O)c2ccccc2)C1c1ccccc1 (stereo unspecified),-21%,5%,-11%,9%,0.2%,
Cc1cc(C)nc(S/C=C/C(=O)c2ccc(F)cc2)n1,.,-16%,?,58%,.,
Nc1cc(OC(=O)c2ccccc2Br)nn1S(=O)(=O)c1ccccc1,8%,5%,11%,7%,1.0%,
CC(C)CCNC(=O)CC1C(=O)N(Cc2ccccc2)C(C)c2nc3ccccc3n21 (stereo unspecified),0%,-6%,27%,0%,6.4%,
Cn1cc(S(=O)(=O)NC[C@H]2O[C@@H](n3ccc(=O)[nH]c3=O)[C@H](O)[C@@H]2O)cn1,-6%,.,.,.,0.9%,
CC(C)NCC#CCOc1ccc(Cl)cc1,-10%,5%,20%,-13%,0.6%,
CN1C(=O)CC(Nc2cccc3cccc(N)c23)C1=O (stereo unspecified),10%,-2%,7%,-7%,3.0%,
CCOc1cc(C=O)cc(Br)c1OCC(N)=O,-15%,-7%,14%,7%,0.8%,
O=C(O)c1ccccc1-c1cn2cc(Cl)ccc2n1,-5%,3%,-14%,-4%,0.2%,inhibitors of VEEV 10K pilot screen=0.0
Clc1cccc(-c2nc(-c3ccccn3)no2)c1,10%,-1%,1%,-5%,2.6%,
CCN=c1sc(C(=O)OC)cc(=O)n1CC,-7%,-5%,-6%,-2%,1.9%,
COc1cc(C2C(C#N)=C(N)Oc3n[nH]c(-c4cccs4)c32)cc(OC)c1O (stereo unspecified),4%,2%,-9%,3%,0.0%,
C1COCCNCCOCCOCCOCCN1,2%,-7%,4%,-1%,0.5%,
COc1cccc(NC(=O)CN(C)C(=O)CC(C)c2ccccc2)c1 (stereo unspecified),10%,-2%,1%,-1%,1.6%,
Cc1ccc(C)c(SCC(=O)NNC(=O)c2ccccc2)c1,-10%,5%,0%,-4%,i,
Cc1cc(=O)c(C(=O)Nc2cccc(N3CCCC3=O)c2)nn1-c1ccccc1F,-11%,.,-10%,-3%,1.3%,
CN(CCc1cnn(C)c1)C(=O)CCc1nnc(CCCc2ccccc2)o1,-9%,-5%,15%,-1%,i,
O=C(OCCN(CCOC(=O)c1ccncc1)S(=O)(=O)c1cccs1)c1ccncc1,-1%,-4%,-9%,3%,0.5%,
CC(=O)N1CCOc2ccc(S(=O)(=O)NCCc3ccc(S(N)(=O)=O)cc3)cc21,7%,-16%,-5%,1%,i,
Cc1nn(-c2ccc(Cl)cc2Cl)c(=O)c2ccccc12,0%,-11%,2%,1%,1.3%,
CC(=O)c1ccc(NC(=O)c2ccc([N+](=O)[O-])o2)cc1,0%,11%,?,?,>25µM*,
C=CCNc1nc(NCC)nc(N2CCOCC2)n1,2%,-1%,-12%,-8%,1.1%,
COc1ccc(S(=O)(=O)N2CCCCCC2)cc1NC(=O)Cc1ccccc1,2%,10%,7%,0%,0.8%,
CNC(=S)Nc1cc(C(=O)N2CCCC2)ccc1N1CCCC1,-8%,4%,-1%,5%,i,
O=C(Nc1nc2c(s1)CCCC2)c1cc2n(n1)C(C(F)(F)F)CC(C1CC1)N2 (stereo unspecified),10%,-10%,15%,7%,9.6%,
CCOc1ccc(S(=O)(=O)NCc2cccs2)cc1,4%,2%,-11%,2%,i,
C=CCOC(=O)Nc1ccc(Cl)cc1NC(=O)OCC=C,9%,-3%,16%,-6%,4.6%,
O=C(C1=NNCC1c1ccccc1)C1OC1c1ccccc1 (stereo unspecified),1%,6%,9%,1%,i,
CCOc1cccc(C2C(C(=O)c3ccc(C)o3)=C(O)C(=O)N2c2nccs2)c1 (stereo unspecified),-3%,-17%,59%,2%,0.4%,
O=[N+]([O-])c1ccc(C[n+]2c(-c3ccccc3)cc(-c3ccccc3)cc2-c2ccccc2)cc1,-1%,1%,?,?,1.9%,
O=C(CCN1C(=O)/C(=C\C=C\c2ccccc2)SC1=S)Nc1cccc(C(=O)O)c1,1%,-16%,32%,5%,1.6%,

# The order is random; 1.6% or so of the library scored in one or more.
